Bioassay records deposited in PubChem BioAssay by National Center for Advancing Translational Sciences (NCATS).
USP2a block = blocks human ubiquitin-specific protease USP2a; Potency, µM (highest dose often 38.3 µM), for inactives: at the highest dose activity change, negative = inhibition, most hits filed as inhibitors; O75604; USP2 core, Ub-CHOP2 coupled fluorogenic reporter, 485/531; 330,000 tested, 0.01% active;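 note: potency is the fitted concentration of half-maximal effect; plate controls were DMSO wells for no effect and full inhibition by NEM control for full effect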
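Cell-free coupled assay: 10nM USP2 core preincubated 30min RT with compound in Tris-HCl pH 8.0/CaCl2/CHAPS buffer, then 25nM Ub-CHOP2 and 25nM reporter substrate; fluorescence (Ex 485/Em 531) read after 60min RT, normalized to NEM inhibition, concentration-response curves fitted.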
ELG1 repair inh = inhibitors of ELG1-dependent DNA repair in HEK293T cells. HEK293T ELG1-luciferase reporter, luminescence, 16 h; DNA damage induced by 5-fluorouridine. Potency, µM (doses to about 46.1 µM), for inactives: top-dose activity change, negative = inhibition, usual class: inhibitors. 330,000 tested, 2.3% active; note: potency is the fitted concentration of half-maximal effect; % is set by controls: 0 for no effect and ±100 for the full control effect; nearly all actives have a fitted effect of over 55% in size
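DMSO vehicle served as the neutral condition. Each well held 2,000 cells given 5-fluorouridine plus compound; after 16 hr at 37 °C/5% CO2, ONE-Glo was added and luciferase measured 30 min later.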
Tb PFK block = blocks T. brucei phosphofructokinase; 330,000 tested, 0.17% active; T. brucei PFK, ADP-Glo luminescence; O15648; Potency, µM (series often up to 57.5 µM), inactives show at the highest dose activity, negative = inhibition, actives largely listed as inhibitors;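 note: potency is the fitted concentration of half-maximal effect; 0% = uninhibited 1x PFK enzyme wells and -100% = no-enzyme wells; nearly all actives have a fitted effect of over 60% in size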
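Luminescent ADP detection (ADP-Glo, two-step: ATP depletion then ADP-to-ATP conversion for luciferase) reported PFK activity after 45 min room-temperature reaction of 1.25 nM enzyme with 0.5 mM F6P and 0.1 mM ATP at pH 8.0.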
Chronic BCR inh = inhibitors of chronic active B-cell receptor signaling | ABC-DLBCL IkBa-CBG/CBR reporter, luminescence ratio, 4 h | Potency, µM (titrated, usually from 46.1 µM), inactives show at the highest dose ratio change, negative = lower green/red ratio, hits mostly inhibitors | AID 493014 | 340,000 tested, 0.05% active; active = well fitted inhibition curve with a large enough effect in the signal ratio, with a control signal flat, not every such curve was filed as active; inconclusive = small, poorly fitted or top-dose-only effect, or effect the other way, or a change in a side signal; the % refers to the signal ratio;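 note: potency is the fitted concentration of half-maximal effect; plate controls were basal doxycycline-induced cells for no effect and cells given 10 µM MG132 for full effect; MG132 reads +100%, hits lower the ratio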
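Concentration-response series (up to 46 uM) were applied to TMD8 dual-reporter cells for 4 h at 37C with doxycycline. Green/red ratio, after filter-overlap correction, defined %Activity; red signal alone was normalised to basal cells and zero luminescence.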
B2AR arrestin = beta2AR (human) beta-arrestin recruitment activity | AID 492947 | 330,000 tested, 0.02% active | Potency, µM (top dose mostly 46.1 µM), for inactives: top-dose activation, most hits filed as activators | beta-arrestin recruitment to beta2AR, cell-based reporter | P07550;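 note: potency is the fitted concentration of half-maximal effect; 0% = DMSO controls and full agonism = EC100 isoproterenol or metaproterenol; nearly all actives have a fitted effect of over 65% in size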
Target sequence (P07550 whole entry, looked up): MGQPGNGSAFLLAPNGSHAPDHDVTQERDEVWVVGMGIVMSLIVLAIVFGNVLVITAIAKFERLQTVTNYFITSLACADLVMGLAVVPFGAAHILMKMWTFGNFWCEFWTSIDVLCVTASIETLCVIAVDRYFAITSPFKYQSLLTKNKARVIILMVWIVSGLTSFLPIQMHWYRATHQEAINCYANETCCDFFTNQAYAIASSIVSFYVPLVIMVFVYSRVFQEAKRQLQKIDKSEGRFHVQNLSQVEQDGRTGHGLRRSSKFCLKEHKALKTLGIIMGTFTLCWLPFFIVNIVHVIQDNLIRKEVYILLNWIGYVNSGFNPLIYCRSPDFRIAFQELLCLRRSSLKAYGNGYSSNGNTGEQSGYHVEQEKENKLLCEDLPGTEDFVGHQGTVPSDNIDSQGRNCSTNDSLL
TSG101-PTAP inh = blocks PTAP/TSG101 interaction to inhibit HIV-1 budding; Q99816; Fluorescence polarization, FITC-PTAP peptide / Tsg101 binding; Potency, µM (highest dose often 115 µM), inactives show top-dose activity change, negative = inhibition, most hits filed as inhibitors; 340,000 tested, under 10 active; AID 493005; active = well fitted inhibition curve with a large enough effect in the main read-out, with a control signal flat, not every such curve was filed as active; inconclusive = small, poorly fitted or top-dose-only effect, or effect the other way, or a change in a side signal; inactive = no such curve, though single readings can be large or run the other way; note: potency is the fitted concentration of half-maximal effect; % of control where 0% means no effect
Target sequence (Q99816 whole entry, looked up): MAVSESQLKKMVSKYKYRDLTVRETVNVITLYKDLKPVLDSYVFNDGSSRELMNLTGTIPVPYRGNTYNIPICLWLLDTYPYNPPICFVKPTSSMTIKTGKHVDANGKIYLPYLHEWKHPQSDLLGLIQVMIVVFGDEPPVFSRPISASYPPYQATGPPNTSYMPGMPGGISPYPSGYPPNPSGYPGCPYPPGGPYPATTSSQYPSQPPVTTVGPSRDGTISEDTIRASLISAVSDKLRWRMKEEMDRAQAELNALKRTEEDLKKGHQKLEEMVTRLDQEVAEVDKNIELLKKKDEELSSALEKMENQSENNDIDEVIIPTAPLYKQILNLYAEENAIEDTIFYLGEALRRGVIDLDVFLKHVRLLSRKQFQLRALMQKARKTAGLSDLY
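FP read-out: FITC-PTAP peptide, 50 nM final, binding Tsg101 binding domain, 10 uM final; 20 min, r.t.; 10 mM HEPES pH 7.5, 0.15 M NaCl, 0.01% Tween 20, 3 mM EDTA, 0.1 mM TCEP.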
TCR activator = activates T cell receptor signaling; primary human leukocytes, anti-CD3, IL-2 HTRF, 48 h; Potency, µM (doses to about 9.22 µM), without a hit: top-dose activation of IL-2 secretion, most hits filed as activators; 330,000 tested, under 10 active; AID 504894; note: % of control where 0% means no effect
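Primary human leukocytes were stimulated with a-CD3 beads plus compounds for 48 hr without co-stimulation; secreted IL-2 was quantified by HTRF using a-IL-2-K (europium cryptate) and a-IL-2-d2, excited at 320nm with acceptor emission read at 665nm.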
Mito fusion act = mitochondrial division inhibition or fusion activation; 320,000 tested, 0.23% active; Potency, µM (series often up to 46.1 µM), for the others: at the highest dose growth rescue (activation), most hits filed as activators; S. cerevisiae fusion-defective mutant growth rescue, CellTiterGlo 48 h; AID 485298;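 note: potency is the fitted concentration of half-maximal effect; % of control where 0% means no effect; nearly all actives have a fitted effect of over 45% in size; temperature-sensitive fusion mutants such as fzo1-1 at 37 °C on non-fermentable ethanol glycerol medium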
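Yeast fusion mutant, YPEG (non-fermentable carbon), compound, 48 h at 37C non-permissive; CellTiterGlo added, 10 min RT, luminescence read. Rescued growth = division inhibition.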
Eya2 phos inh = Eya2 (human) phosphatase inhibition | O00167 | recombinant Eya2, OMFP fluorescence dephosphorylation (OMFP is methylfluorescein phosphate) | Potency, µM (top dose mostly 76.9 µM), for inactives: at the top dose activity, negative = inhibition, hits mostly inhibitors | 330,000 tested, 0.006% active | AID 488837; note: potency is the fitted concentration of half-maximal effect; % is set by controls: 0 for no effect and ±100 for the full control effect
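Eya2 protein (added as 0.2 uM solution) was preincubated with compound for 10 min at ambient temperature in 50 mM HEPES pH 7.5, 50 mM NaCl, 5 uM MgCl2, 0.05% BSA, 1 mM DTT. OMFP (added at 50 uM) then reacted 10 min; fluorescence read at 485/525 nm.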
TSHR antag = antagonists of human thyroid stimulating hormone receptor. P16473. TSHR-expressing cells, TSH-stimulated cAMP HTRF, 2 h; active compounds read low. activity change, negative = inhibition, % at 11.5 µM. 330,000 tested, 0.2% active;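 active = activity change below a set negative limit, meaning inhibition stronger than a set level, cut at about -70% in these data; inconclusive = activity change between two set negative limits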; note: % is set by controls: 0 for no effect and ±100 for the full control effect
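Freshly harvested TSHR cells receive pin-tooled compound, then EC80 TSH at 4nM final. After 2 hours at 37 deg C, antibody in lysis buffer and cAMP-d2 are added; 30 minutes at ambient temperature precede the HTRF read.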
uPA surface inh = cell surface uPA generation inhibition. 330,000 tested, 0.31% active. cell surface uPA generation assay, qHTS. Potency, µM (top dose mostly 38.3 µM), for the others: at the top dose activity change, negative = inhibition, actives largely listed as inhibitors; active = well fitted inhibition curve with a large enough effect; inconclusive = small, poorly fitted or top-dose-only effect; inactive = no such curve, though single readings can be large or run the other way; tested in mouse RAW 264.7 cells; note: potency is the fitted concentration of half-maximal effect; % is set by controls: 0 for no effect and ±100 for the full control effect; nearly all actives have a fitted effect of over 55% in size
The depositor's hits bear a star; ? = inconclusive; / = not tested or not shown; [ ] = remark or other dose. Unless noted, calls come from the whole dose curve; as a rule, active = well fitted curve in the direction sought with a large enough effect; inconclusive = small, poorly fitted or top-dose-only effect, or another doubt; inactive = no such curve, though single readings can be large; an effect the other way counts as inactive or inconclusive. Rows were taken by chance. Share with any hit: about 3%.

The line under a structure holds: USP2a block | ELG1 repair inh | Tb PFK block | Chronic BCR inh | B2AR arrestin | TSG101-PTAP inh | TCR activator | Mito fusion act | Eya2 phos inh | TSHR antag | uPA surface inh
Nc1cccc(-c2ccc(CO)o2)c1
  1% | ? | -1% | ? | -0.2% | -1% | -2% | 4% | 0% | 0 | -2%
CCO[C@@H]1OC(C(=O)NC2CC2)=C[C@H](c2c[nH]c3ccccc23)[C@H]1CCCO
  -3% | 6% | 3% | 0% | 0.2% | / | -6% | 14% | -28% | 1 | 20%
CON(c1nc(N(C)C)nc(N(C)C)n1)S(=O)(=O)c1ccccc1Cl
  0% | 1% | -5% | 3% | 0.2% | -3% | 1% | 0% | 7% | 2 | 1%
CC1(C2CC2)NC(=O)N(CC(=O)Nc2ccccc2C#N)C1=O (stereo unspecified)
  0% | -5% | 10% | 4% | 0.0% | -8% | -6% | -1% | 15% | 1 | 4%
COc1cc(/C=C2\SC(=S)N(N3CCOCC3)C2=O)ccc1O
  4% | ? | -14% | -9% | -0.3% | -3% | -1% | -7% | -25% | 4 | 7%
COc1cc(CNc2ncc(-c3ccc(Br)cc3)n2C)cc(OC)c1O
  0% | ? | -9% | -2% | -0.1% | -2% | / | -2% | -8% | 6 | 8%
CCS(=O)(=O)N1CCN(C(=O)c2cc(OC)cc(OC)c2)CC1
  0% | 2% | 1% | 6% | -0.1% | 2% | 0% | 1% | 8% | 14 | 0%
Cc1nc2cc(S(=O)(=O)C(F)(F)F)ccc2s1
  3% | 1% | 2% | 6% | -0.7% | -5% | 3% | 0% | 7%[15.4 µM] | -8 | -1%
O=C(Nc1ccnn1C1CCN(Cc2ccccc2)CC1)C1CCOC1 (stereo unspecified)
  2% | 27% | 1% | -1% | 0.1% | -2% | -10% | 3% | 0% | -7 | 2%
COc1ccccc1CNS(=O)(=O)c1cc(CN2C(=O)c3cccnc3C2=O)ccc1OC
  3% | 23% | 1% | 1% | -1.1% | -2% | -1% | -2% | 8% | 3 | 20%
Cc1ccc(NC(=S)N2CCOCC2)c(C)c1
  3% | 29% | -1% | 5% | 0.0% | 0% | 3% | -2% | -3% | 11 | 4%
O=C(c1ccccn1)N1CCCC(N2CCN(c3ccc(F)cc3)CC2)C1 (stereo unspecified)
  2% | 28% | -4% | -3% | -0.1% | -4% | 5% | -4% | 7% | 15 | -1%
CC(C)(C)NC(=O)NC(=O)CN1CCC(Cc2ccccc2)CC1
  -2% | ? | 5% | 2% | -0.3% | 0% | -2% | 16% | 3% | -32 | 2%
CSc1ccc(CN(C)CC(=O)Nc2c(F)cccc2F)cc1
  -1% | ? | 8% | -5% | -0.3% | 1% | -7% | 5% | 4% | 4 | -2%
COc1ccc(C2c3c(ccc4ccccc34)Oc3ncn4nc(-c5ccco5)nc4c32)cc1 (stereo unspecified)
  2% | -4% | -7% | 0% | 0.1% | 0% | 1%[46.1 µM] | 9% | -6% | -9 | -2%
O=C(c1ccccc1Nc1ccc(SC(F)F)cc1)N1CCCCCC1
  -15% | ? | 0% | ? | 0.3% | -7% | 3% | 2% | -17% | -19 | 3%
O=C(CCN1C(=O)C2CCCCC2C1=O)Nc1ccc(Br)cc1F (stereo unspecified)
  2% | 1% | -5% | ? | 4.3% | -1% | 1% | -5% | 17% | 6 | -3%
O=C1CCCCN1CCc1c[nH]c2ccccc12
  1% | ? | 1% | 7% | -0.2% | -1% | 0%[46.1 µM] | 0% | -11% | 1 | -4%
Cc1cc(SC(C)C(=O)O)nc2ccccc12 (stereo unspecified)
  0% | ? | 2% | -3% | -1.3% | 2% | -10% | 3% | 3% | 21 | -14%
CN1CCN(CCc2nc3cc(NC(=O)c4ccco4)ccc3n2C)CC1
  -1% | 0% | 0% | ? | -0.6% | 0% | 2% | 6% | 5% | -5 | -1%
COc1ccc(C(=O)NC(NC(=O)c2ccc(OC)cc2)c2ccccc2F)cc1
  0% | 22% | -2% | 0% | -0.1% | -2% | -5% | -4% | 6% | -3 | -4%
CC(=O)C1C(c2ccc(F)cc2)C2C(C)=NN=C2CC1(C)O (stereo unspecified)
  3% | -3% | 1% | -1% | -0.1% | -3% | -8%[46.1 µM] | 4% | -3% | 8 | 5%
CCOC(=O)Cc1nn[nH]n1
  1% | 4% | 1% | -6% | -0.1% | 0% | -4% | 0% | 4% | 18 | 8%
CCn1cc(CN2CCCC(C(=O)Nc3ccc(-c4cscn4)cc3)C2)cn1 (stereo unspecified)
  2% | 8% | -3% | ? | -0.4% | -1% | -4% | -1% | 2% | -1 | -20%
CCOC(=O)c1c(C)n(C)c2cc(Br)c(C(=O)OC)cc12
  5% | -10% | 0% | -2% | 0.0% | -3% | -3% | 3% | 5% | -5 | 1%
O=C(Cc1ccccc1)NCC(=O)Nc1cc(Cl)ccc1Cl
  0% | -19% | -3% | 9% | 0.2% | 0% | -4% | 3% | -2% | -8 | /
O=C(CC1C(=O)NCCN1Cc1cccc(Oc2ccccc2)c1)NCc1cccnc1 (stereo unspecified)
  0% | 1% | -1% | 9% | -0.5% | -7% | 2% | 3% | -1% | -7 | 1%
CC1CCN(C(=O)C2c3ccccc3C(=O)N3CCc4ccccc4C23)CC1 (stereo unspecified)
  -4% | -5% | -6% | 10% | 0.4% | -6% | 5% | -1% | -11% | -4 | /
COc1ccc(N2C(=O)S[C@@H]3CS(=O)(=O)C[C@@H]32)cc1
  4% | ? | -3% | 0% | -1.4% | -1% | -1% | 2% | -11% | -1 | 6%
CCC1=NN(C(=O)CCc2ccccc2)C(O)(C(F)(F)F)C1 (stereo unspecified)
  0% | 1% | -2% | 15% | -0.1% | -1% | 5% | 2% | 4% | 12 | 4%

The line under a structure holds: USP2a block | ELG1 repair inh | Tb PFK block | Chronic BCR inh | B2AR arrestin | TSG101-PTAP inh | TCR activator | Mito fusion act | Eya2 phos inh | TSHR antag | uPA surface inh
CCc1nnc(NS(=O)(=O)c2ccc(NC(=S)NC(=O)c3cccnc3)cc2)s1
  -1% | 19% | 16% | -5% | -0.9% | 0% | 1% | 2% | 7% | 0 | 3%
CCC(=O)N/N=C(\C)CC(=O)Nc1ccc(Cl)cc1
  0% | 0% | -5% | -15% | -0.6% | -1% | 1% | 3% | 0% | 2 | 3%
O=c1[nH]cc(-c2ccccc2)c(=O)[nH]1
  4% | -10% | -3% | 5% | -0.7% | 0% | 1% | -21% | -30% | 3 | -3%
COc1ccc(OC)c(NC(=O)CCCN2C(=O)C3C4C=CC(C4)C3C2=O)c1 (stereo unspecified)
  0% | -11% | -3% | -9% | 0.3% | 0% | 3% | -3% | 3% | -2 | 1%
O=S(=O)(c1ccccc1)c1cnc(-c2ccccc2)nc1N1CCCCC1
  -1% | -11% | 5% | 1% | 0.5% | 5% | -2% | -8% | -7% | -6 | 7%
Cc1nn(C)c(Sc2ccccc2N)c1[N+](=O)[O-]
  0% | ? | -20% | ? | -0.9% | -3% | -3% | -4% | -5% | -5 | -28%

Reformatted: results already given
> Cc1nn(C)c(Sc2ccccc2N)c1[N+](=O)[O-]
  USP2a block: 0%; ELG1 repair inh: ?; Tb PFK block: -20%; Chronic BCR inh: ?; B2AR arrestin: -0.9%; TSG101-PTAP inh: -3%; TCR activator: -3%; Mito fusion act: -4%; Eya2 phos inh: -5%; TSHR antag: -5; uPA surface inh: -28%

> O=c1[nH]cc(-c2ccccc2)c(=O)[nH]1
  USP2a block: 4%; ELG1 repair inh: -10%; Tb PFK block: -3%; Chronic BCR inh: 5%; B2AR arrestin: -0.7%; TSG101-PTAP inh: 0%; TCR activator: 1%; Mito fusion act: -21%; Eya2 phos inh: -30%; TSHR antag: 3; uPA surface inh: -3%

> O=S(=O)(c1ccccc1)c1cnc(-c2ccccc2)nc1N1CCCCC1
  USP2a block: -1%; ELG1 repair inh: -11%; Tb PFK block: 5%; Chronic BCR inh: 1%; B2AR arrestin: 0.5%; TSG101-PTAP inh: 5%; TCR activator: -2%; Mito fusion act: -8%; Eya2 phos inh: -7%; TSHR antag: -6; uPA surface inh: 7%
